Assay outcomes as filed in PubChem BioAssay.
All columns: NCI-60 one-dose screen, growth in % after 48 h at 10 µM unless noted; 100 = growth as untreated, 0 = no growth, -100 = all killed.
TK-10 – TK-10 renal cancer cells; 81,000 tested, 3.9% active
SF-295 – SF-295 CNS cancer cells | AID 1794758 | 79,000 tested, 5.6% active
PC-3 – PC-3 prostate cancer cells. AID 1794754. 80,000 tested, 3.9% active
U251 – U251 CNS tumor cells; 80,000 tested, 5.4% active; AID 1794753
UO-31 – UO-31 renal cancer; 81,000 tested, 5.2% active; AID 1794768
SF-539 – SF-539 CNS cancer. 81,000 tested, 6.8% active. AID 1794752
DU-145 – DU-145 prostate cancer. 81,000 tested, 4.2% active
SN12C – SN12C renal cancer cells. 81,000 tested, 3.8% active. AID 1794767
786-0 – 786-0 renal cancer cells; 81,000 tested, 5.1% active; AID 1794775
Active calls of the source: *; nt = no result given; & = joins results of further samples; ! = not active in a repeat. Rule for the calls: active = growth percent below 10; inactive = the rest. No enrichment for hits; about 10% have a hit in one of these screens.

SMILES	TK-10	SF-295	PC-3	U251	UO-31	SF-539	DU-145	SN12C	786-0
CCN(Cc1cccc(S(=O)(=O)O)c1)c1ccc(C(=C2C=CC(=[N+](CC)Cc3cccc(S(=O)(=O)O)c3)C=C2)c2ccc(O)c(S(=O)(=O)O)c2)cc1	104	123	93	nt	58	129	116	103	120
CCCC(C)NCCOC(=O)C(c1ccccc1)c1ccccc1 (stereo not drawn)	97	92	91	101	83	106	104	102	102
N#Cc1c(C#N)c(O)c2ccccc2c1O	148	122	97	113	74	101	136	102	108
CCOC(=O)c1nc2c3ccccc3cnn2c1C(=O)c1ccc(Br)cc1	118	107	85	92	84	101	107	101	101
Cc1ccc2cc3c(nc2c1)Nn1c(nnc1-c1ccc[nH]c1=S)SC3	107	107	99	110	80	98	118	94	103
Nc1c(C(=O)Nc2ccccc2)sc2nc3c(cc12)CN(Cc1ccccc1)CC3	54	66	67	75	50	13	59	70	29
COc1ccc(C(O)C(NCCO)c2ccc(OC)cc2)cc1 (stereo not drawn)	97	96	96	96	81	100	104	99	98
O=C(CCCCCCN1CC(=O)N2[C@@H](c3ccc(Br)cc3)c3[nH]c4ccccc4c3C[C@H]2C1=O)NO	110	69	51	57	60	64	63	73	100
COc1ccc(-c2[nH]ncc2Nc2cc(OC)c(OC)c(OC)c2)cc1	62	13	34	31	47	1.8*	47	45	44
Cc1ccc(Nc2ncnc3c2c(C)nn3-c2ccc(Cl)cc2)cc1	153	103	89	104	90	97	106	95	101
N#CC(=O)Nc1cccc(Cl)c1	98	109	91	nt	87	99	104	95	95
O=C1NC(=NC23CC4CC(CC(C4)C2)C3)N/C1=C\c1ccc2ncsc2c1	18	13	11	10	2.1*	-24*	6.3*	8.9*	16
COc1cccc(C2C3=C(COC3=O)N(CCO)c3cc4c(cc32)CCC4)c1 (stereo not drawn)	54	-28*	23	2.4*	42	-18*	-26*	19	0.6*
Fc1cnc(NC2CC2)nc1-c1cnc2ccc(N3CCOCC3)cn12	6.3*	3.5*	5.6*	8.3*	7.8*	-35*	7.4*	8.7*	11
NC1=Nn2c(nnc2-c2cc(C(F)(F)F)cc(C(F)(F)F)c2)SC1	117	84	93	96	103	103	114	103	nt
Cc1nc2ccc(OCc3cn(-c4ccc(F)c(Cl)c4)nn3)cc2c(=O)n1Cc1ccccc1	61	51	58	71	50	84	77	81	75
COc1ccc(C2=C(c3ccccc3)C(c3ccccc3)=C(c3ccc(OC)cc3)C2=O)cc1	94	86	60	73	62	99	97	74	84
CC(=C/c1ccccc1)/C=C1/NC(=S)NC1=O	103	96	91	106	89	101	112	100	87
COc1ccc(/C=c2\c(=O)n(-c3ccccc3)c3nnc(-c4ccccn4)n23)cc1	125	nt	96	100	78	95	111	103	109
O=C(NNc1cn[nH]c(=O)c1Cl)/C(=C/c1ccc2c(c1)OCO2)NC(=O)c1ccccc1	124	99	99	100	98	101	nt	103	95
COc1ccc(OC)c(NC(=O)CC(C)=O)c1	100	98	104	98	95	107	114	95	105
[C-]#[N+]c1c(-c2ccc(OC)cc2)cc(-c2ccc(N)cc2)nc1N	99	90	91	99	78	92	107	103	94
CCSc1nnc2c3cc(Cl)ccc3n(C)c2n1	nt	93	91	101	62	94	107	101	104
COc1cc(-c2nn(-c3ccc(NC(=O)NCCCNC(=O)c4ccccc4)cc3)cc2-c2ccncc2)ccc1Cl	59	0.4*	19	15	30	-11*	21	55	15
Nc1ccc2ccccc2c1O	140	111	84	105	67	115	nt	116	106
COc1cc(NC(=O)CSc2nc3ccc(Cl)cc3c(=O)n2Cc2ccccc2)cc(OC)c1OC	73	84	71	56	62	-6.8*	72	89	59
CN(C)CCc1c[nH]c2ccc(Cn3cncn3)cc12	120	111	96	102	81	105	112	108	102
Cc1ccc(N=Nc2c(N)nn(-c3ccccc3)c2N)cc1	44	14	57	28	45	11	28	45	64
CCCCC[C@H](O)c1ccccc1[C@@H]1O[C@@H](CCC(=O)OC)[C@H](O)[C@H]1O	nt	109	91	97	94	100	103	97	98
N#Cc1c(NC(=O)c2cccc(Br)c2)sc2c1CCCC2	79	81	91	88	82	87	90	84	83
N=C(N)c1ccc(C(=O)Nc2ccc(Cl)cc2)cc1	86	96	92	95	96	109	109	93	88
COc1ccc(-c2nnc(CSc3nc4sc(C(N)=O)c(C)c4c(=O)n3Cc3ccccc3)o2)cc1	107	99	95	102	66	103	105	101	112
CN1CCN(Cc2ccc(NC(=O)c3cncc(C#Cc4cnc5ccc(N6CCSCC6)nn45)c3)cc2C(F)(F)F)CC1	-26*	-36*	1.4*	-92*	-11*	-94*	-83*	-69*	-78*
COc1ccc(Cn2cc3c(c2-c2ccccc2)CCCc2cnoc2-3)cc1	92	30	60	58	57	53	79	80	73
CCc1c([N+](=O)[O-])cc2c(c1[N+](=O)[O-])C(C)(C)CCC2(C)C	104	104	107	99	98	103	105	103	110
COc1ccc(OC)c(-c2cc(-c3ccc(Cl)cc3)c(C#N)c(SCc3ccccc3)n2)c1	93	82	80	91	73	85	107	93	95
CCN(CC)CCNC(=O)n1cc(-c2ccncc2)c(-c2cc(Cl)cc(OC)c2)n1	30	80	80	75	44	44	81	70	72
CONC(=O)C1CN(c2cccc(Cl)c2)N(c2cccc(Cl)c2)C1=O (stereo not drawn)	99	86	98	98	74	109	96	99	101
C/C(=N/N)c1ccc(Br)cc1	118	95	101	104	92	101	105	100	95
O=C(CSC1CCc2ccccc21)N/N=C/c1ccco1 (stereo not drawn)	117	122	81	96	68	109	129	93	106
c1ccc2cc(C[n+]3ccn(CCCCCCCn4cc[n+](Cc5ccc6ccccc6c5)c4)c3)ccc2c1	71	22	nt	21	77	33	49	24	96
CCOC(=O)c1c(C)nc2c(c1N)/C(=C/c1cc(OC)c(OC)c(OC)c1)C(=O)N2c1ccc(OC)cc1	77	88	50	44	56	80	16	36	45
O=C(/C=C/c1ccc(Oc2ccc(Br)cc2)cc1)c1ccc(Br)cc1	95	100	100	95	79	102	102	97	101
CC1=C(/C=C/C(C)=C/C=C/C(C)=C/C=N/NC(=S)NC(=S)N/N=C/C=C(C)/C=C/C=C(C)/C=C/C2=C(C)CCCC2(C)C)C(C)(C)CCC1	-43*	-7.2*!	-12*	-94*	-47*	-94*	40&45	-55*	-59*
COc1ccc(-n2c(=O)sc3c(Cl)nc(C)nc32)c(OC)c1	115	104	85	52	-23*	105	84	81	99
Cc1ccc(C(=O)NN2C(=O)CSC2c2ccc(Cl)cc2)cn1 (stereo not drawn)	128	67	88	93	22	101	125	91	107
Nc1nc(SCc2ccccc2)c2[nH]cnc2n1	99	105	96	102	87	88	97	93	85
O=C(NNC(=O)N1c2ccccc2C=Cc2ccccc21)c1ccc2ccccc2c1	102	94	75	93	88	92	96	90	96
CCCCCC(O)(CCCC)CCCCC	97	95	93	91	102	94	106	96	107
C=C1C(=O)O[C@H]2[C@H]1CC/C(COC(=O)NCc1cccc(OC)c1)=C\CC[C@@]1(C)O[C@@H]21	-12*	71	40	39	-9.0*	21	20	32	-49*
Cc1nc2ccc(Nc3nc(Cl)nc(N4CCOCC4)n3)cc2n1Cc1ccccc1	45	87	87	90	74	85	94	78	68
O=C(c1ccccc1)c1ccccc1	99	104	96	101	122	102	117	109	108
O=C(CSc1nc2c(c(=O)[nH]1)CCCC2)Nc1ccc(C(=O)O)cc1	93	110	125	89	85	96	105	105	95
OCC[C@@H]1C[C@@H]1c1cccs1	90	96	100	100	93	101	109	98	98
CC(=O)Nc1ccc(N=NN(C)C)cc1	110	93	100	100	88	110	105	108	101
COc1ccc(-c2ccc(NC(=O)Nc3ccc(Cl)cc3)c(C)n2)cc1	102	97	76	77	89	84	99	98	90
CCSc1sc(-c2ccc(C)cc2)nc1[P+](c1ccccc1)(c1ccccc1)c1ccccc1	-6.7*	-11*	-12*	9.5*	-33*	9.9*	4.6*	2.1*	5.9*
COc1ccc(/C=C2\C=C(c3ccc(F)cc3)N(Cc3ccc(F)cc3)C2=O)cc1OC	98	88	66	81	63	96	101	85	86
O=C(Cc1ccc(/C=C/C(=O)c2ncccn2)cc1)Nc1ccc(F)cc1	97	101	102	113	91	104	102	100	104
COc1ccc(/C=C2/Sc3c(F)cccc3C2=O)cc1	110	104	86	85	80	90	101	93	90

Other structures follow:
SMILES	TK-10	SF-295	PC-3	U251	UO-31	SF-539	DU-145	SN12C	786-0
C/C=C(\C)C(C(=O)NC1CCCCC1)N(C(=O)C1CCc2cc(F)ccc2O1)c1ccc(F)c(Cl)c1 (stereo not drawn)	86	87	35	85	63	95	93	89	90
COc1ccc2oc(=O)cc(-c3c(C#N)c(N)n4nc(N)c(C#N)c4c3C#N)c2c1	90	103	104	101	94	98	106	103	103
COc1cc2cc(Oc3ccc(NC(=O)c4cc(C(F)(F)F)cc(C(F)(F)F)c4)cc3)c(C)nc2cc1OC	nt	6.5*	17	13	31	75	60	31	65
C#C[C@]1(O)CC[C@H]2[C@@H]3CC=C4c5sc(Nc6ccc(N(C)C)cc6)nc5CC[C@]4(C)[C@H]3CC[C@@]21C	42	-59*	5.4*	-75*	-45*	-76*	-8.0*	12	-55*
CN(C)CCOc1cccc(-c2nc3sccn3c2-c2ccnc(S(C)(=O)=O)n2)c1	nt	100	81	90	72	87	93	91	96
O=C(CSc1nnc(COc2cnc3ccccc3n2)o1)Nc1ccccc1	120	91	92	92	82	106	115	104	112
O=C(S)CNC(=O)c1ccccc1	92	111	91	95	77	93	99	96	98
CC(=O)C(C)Cc1cc2c(cc1C)C(C)(C)CCC2(C)C (stereo not drawn)	100	102	77	97	101	102	107	103	95
O=C1c2ccccc2C(=O)N1O	97	102	106	98	89	104	107	93	98
CC1CC(NC(=O)/C=C/C(=O)O)CC(C)(C)C1 (stereo not drawn)	108	105	98	88	96	96	108	102	99
C=CCn1c(-c2nc3ccc(C(=C(C#N)C#N)c4ccccc4)cc3[nH]2)cc2cc(-c3ccc(C=O)cc3)ccc21	134	38	48	61	75	51	90	85	48
CCOC(=O)c1ccc(N=CC2CCCCC2=O)cc1 (stereo not drawn)	104	101	102	91	109	102	105	98	95
c1ccc2cc3c(Nc4ccc(N5CCOCC5)cc4)ccnc3cc2c1	107	98	82	95	81	92	97	94	92
O=C(/C=C/c1ccc(-c2ccccc2)cc1)c1nc2ccccc2n1Cc1ccc(Br)cc1	35	22	48	27	46	18	81	77	39
CCCCCCCCCCCCCCCC(=O)Nc1ccc(C)cc1	112	101	98	122	90	98	107	100	105

Part of the list above, in markdown:
| canonical_smiles | TK-10 | SF-295 | PC-3 | U251 | UO-31 | SF-539 | DU-145 | SN12C | 786-0 |
| --- | --- | --- | --- | --- | --- | --- | --- | --- | --- |
| CN(C)CCOc1cccc(-c2nc3sccn3c2-c2ccnc(S(C)(=O)=O)n2)c1 | nt | 100 | 81 | 90 | 72 | 87 | 93 | 91 | 96 |
| O=C(CSc1nnc(COc2cnc3ccccc3n2)o1)Nc1ccccc1 | 120 | 91 | 92 | 92 | 82 | 106 | 115 | 104 | 112 |
| O=C(S)CNC(=O)c1ccccc1 | 92 | 111 | 91 | 95 | 77 | 93 | 99 | 96 | 98 |
| CC(=O)C(C)Cc1cc2c(cc1C)C(C)(C)CCC2(C)C (stereo not drawn) | 100 | 102 | 77 | 97 | 101 | 102 | 107 | 103 | 95 |
| O=C1c2ccccc2C(=O)N1O | 97 | 102 | 106 | 98 | 89 | 104 | 107 | 93 | 98 |
| CC1CC(NC(=O)/C=C/C(=O)O)CC(C)(C)C1 (stereo not drawn) | 108 | 105 | 98 | 88 | 96 | 96 | 108 | 102 | 99 |
| C=CCn1c(-c2nc3ccc(C(=C(C#N)C#N)c4ccccc4)cc3[nH]2)cc2cc(-c3ccc(C=O)cc3)ccc21 | 134 | 38 | 48 | 61 | 75 | 51 | 90 | 85 | 48 |
| CCOC(=O)c1ccc(N=CC2CCCCC2=O)cc1 (stereo not drawn) | 104 | 101 | 102 | 91 | 109 | 102 | 105 | 98 | 95 |
| c1ccc2cc3c(Nc4ccc(N5CCOCC5)cc4)ccnc3cc2c1 | 107 | 98 | 82 | 95 | 81 | 92 | 97 | 94 | 92 |
| O=C(/C=C/c1ccc(-c2ccccc2)cc1)c1nc2ccccc2n1Cc1ccc(Br)cc1 | 35 | 22 | 48 | 27 | 46 | 18 | 81 | 77 | 39 |
| CCCCCCCCCCCCCCCC(=O)Nc1ccc(C)cc1 | 112 | 101 | 98 | 122 | 90 | 98 | 107 | 100 | 105 |

Additional compounds follow.
SMILES	TK-10	SF-295	PC-3	U251	UO-31	SF-539	DU-145	SN12C	786-0
COC(=O)c1nc(N)nc(C(=O)OC)c1C(=O)/C=C/c1ccccc1	109	100	106	108	85	104	112	107	108
Cc1nc(-c2ccccc2)cc2c(O)c(C(=O)NCc3ccccc3)[nH]c(=O)c12	127	99	nt	106	87	95	118	107	105
N#C/C(Sc1nc2sc3c(c2c(=O)n1Cc1ccccc1)CCCC3)=C1/SC=C(c2ccc(Cl)cc2)N1c1ccccc1	107	89	84	73	64	72	119	98	87
CCCC(=O)CC(C)(C)C	96	91	82	80	83	101	100	94	99
C[S+](C)CCCN	128	90	90	116	94	101	120	107	108
COc1ccc(-c2ccc3c(C)nc4oc(-c5ccc(OC)cc5)nc4c3n2)cc1	118	93	68	86	84	52	85	93	84
O=C(N/N=C/c1ccc([N+](=O)[O-])o1)c1[nH]c2ccc(Br)cc2c1-c1ccccc1	79	21	16	13	31	4.3*	16	22	-5.1*
C/C(=N\NC(=S)Nc1ccc(F)cc1)c1ccccc1	119	93	108	103	75	102	109	97	90
CN(C)CCCOc1c2ccc(Cl)cc2nc2c1oc1ccc(Cl)cc12	nt	12	23	-66*	3.0*	16	-76*	21	-93*
O=C1OC(C(O)C(O)C(O)CO)C(O)C1O (stereo not drawn)	103	100	97	95	95	107	108	96	97
CC(=O)Nc1cc(C(C)C)c([N+](=O)[O-])cc1C	109	90	70	100	82	98	99	89	93
